Rac1 act GTP bind: human Rac1 activated mutant GTP binding change; 190,000 compounds, 0.11% hits; percent activity (GTP binding), % at 10 µM; AID 764; GST-Rac1 activated beads, fluorescent GTP binding, flow cytometry; actives lie on both sides; 100% means binding = to untreated wells; P63000;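 active means GTP binding at least 20 percentage points away from the 100% baseline, in either direction, so actives lie on both sides; inconclusive means Compound likely fluorescent itself, or too few beads counted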
HRas wt GTP: modulators of GTP binding to human HRas wildtype; P01112; GST-Ras wt beads, Bodipy-FL-GTP binding, flow cytometry; actives lie on both sides; GTP binding activity, % at 10 µM; 190,000 compounds, 0.14% hits; AID 759;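 active means GTP binding activity at least 20% away from the 100% baseline, either lowered as inhibitor or raised as activator; inconclusive means flagged as likely green fluorescent, judged across all proteins in the well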;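 further: 0% = unlabeled GTP competition control and 100% = no-compound control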
ABCG2 block: inhibitors of human ABCG2 transporter, ABCB1 counter-screen; inhibition, % at 6.6 µM; Q9UNQ0; AID 1325; 190,000 compounds, 0.1% hits; IgMXP3 cells, JC-1 efflux, flow cytometry;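 active means inhibition above 80%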;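 further: 0% = DMSO and 100% = nicardipine control wells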
Target sequence (Q9UNQ0 whole entry, looked up): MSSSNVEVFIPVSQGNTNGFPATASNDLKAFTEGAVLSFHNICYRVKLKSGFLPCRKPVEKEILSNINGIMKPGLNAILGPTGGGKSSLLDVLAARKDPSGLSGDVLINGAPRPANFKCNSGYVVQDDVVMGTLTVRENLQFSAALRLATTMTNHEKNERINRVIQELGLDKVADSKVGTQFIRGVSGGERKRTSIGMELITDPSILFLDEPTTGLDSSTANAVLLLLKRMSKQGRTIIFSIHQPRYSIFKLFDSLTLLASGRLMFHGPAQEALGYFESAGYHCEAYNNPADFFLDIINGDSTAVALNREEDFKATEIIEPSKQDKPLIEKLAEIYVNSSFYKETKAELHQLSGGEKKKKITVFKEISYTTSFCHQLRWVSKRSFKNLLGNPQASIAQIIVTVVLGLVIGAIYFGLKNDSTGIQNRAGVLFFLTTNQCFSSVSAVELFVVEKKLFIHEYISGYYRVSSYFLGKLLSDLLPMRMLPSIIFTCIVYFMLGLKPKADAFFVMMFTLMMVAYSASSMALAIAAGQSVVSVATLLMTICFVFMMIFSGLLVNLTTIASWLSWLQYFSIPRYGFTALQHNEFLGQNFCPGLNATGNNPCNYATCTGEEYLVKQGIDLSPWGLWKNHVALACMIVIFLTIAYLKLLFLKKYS
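Assay system – ABCG2 IgMXP3 and barcoded ABCB1 CCRF-Adr cell mix · Input – 3 million cells/mL in well · Reagent – JC-1 fluorescent substrate · Compound – single test compound dose, 6.6 µM final · Timing – 10 min exposure at 25 °C with rotation, no wash · Detection – flow cytometry of retained JC-1 fluorescence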
Pf gamet viab: P. falciparum stage V gametocyte viability inhibition. 150,000 compounds, 0.065% hits. AID 743093. inhibition, % at 10.9 µM. P. falciparum stage V gametocytes, ATP luminescence, 24 h;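 active means inhibition above the mean plus 3 SD of compounds within the control limits, set per campaign, cut at about 38% in these data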;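 further: 0% = DMSO wells and 100% = medium only without gametocytes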
Cdc42 wt GTP: modulators (inhibitors or activators) of GTP binding to human Cdc42 wildtype; GST-Cdc42 beads, Bodipy-GTP binding, flow cytometry; actives lie on both sides; percent activity (GTP binding), % at 10 µM; 190,000 compounds, 0.2% hits; AID 761;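 active means percent activity GTP binding at least 20 points away from the 100% baseline, either down as inhibitor or up as activator; inconclusive means compound flagged as likely green fluorescent from well-wide comparison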;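 further: median bead fluorescence of bound Bodipy-FL-GTP at 100 nM; 0% = excess unlabeled GTP control and 100% = no compound control; below 100% means less GTP binding so inhibitor and above means activator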
Rac1 wt modul: alters GTP binding to wildtype human Rac1. GTP binding activity (% of control), % at 10 µM. GST-Rac1 beads, fluorescent GTP binding, flow cytometry; actives lie on both sides; 0 = cold GTP competed, 100 = untreated. 190,000 compounds, 0.27% hits. P63000. AID 757;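 active means GTP binding activity at least 20 points away from the 100% control level, either lower or higher; inconclusive means compound flagged as likely green fluorescent, judged across all proteins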
ABCB1 block: human ABCB1 inhibition, ABCG2 as counter-screen; CCRF-Adr cells, JC-1 efflux, flow cytometry; P08183; 190,000 compounds, 0.067% hits; inhibition, % at 6.6 µM; in the data active means inhibition above about 40%;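 further: 0% = vehicle and 100% = reference inhibitor; higher value means more JC-1 retained so stronger ABCB1 efflux block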
Avidin bead fluor: compound fluoresces at 488/530 nm on avidin beads; compound fluorescence 488/530 nm, flow cytometry; active compounds read high; fluorescence (KMESF) at 10 µM; 220,000 compounds, 0.38% hits; AID 1775; in the data active means fluorescence above about 47; further: inactives centre near 10
Rab2 wt GTP: changes GTP binding to wildtype dog Rab2A, up or down. P61105. GST-Rab2 wt beads, Bodipy-GTP binding, flow cytometry. GTP binding activity, % at 10 µM. 190,000 compounds, 0.19% hits. AID 760;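 active means GTP binding activity at least 20 points away from 100%, either lowered or raised; inconclusive means signal likely due to the compound's own green fluorescence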;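 further: 0% = beads with excess unlabeled GTP and 100% = no-compound control corrected for plate trend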
Rab7 wt GTP bind: modulators of GTP binding to dog Rab7 wildtype GTPase; GST-Rab7 beads, fluorescent GTP binding, flow cytometry; actives lie on both sides; untreated = 100%, excess cold GTP = 0%; GTP binding activity (percent of control), % at 10 µM; 190,000 compounds, 0.055% hits;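 active means fluorescent GTP binding to Rab7 beads changed by at least 20 points from the 100% baseline, either direction, mostly lower; inconclusive means compound itself probably fluorescent, or too few beads counted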;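 further: median green fluorescence of bound Bodipy-FL-GTP per Rab7 bead population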
Mcl1 Noxa PPI: disrupts binding of human Mcl-1 to Noxa peptide | Q07820 | TR-FRET Mcl-1/Noxa peptide binding, 2 h | inhibition, % at 21.7 µM | 220,000 compounds, 1.5% hits | AID 1022;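 active means compounds that cut the protein-peptide binding signal by more than 50% relative to plate controls in a single-dose test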;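 further: His-tagged Mcl-1 with rhodamine Noxa BH3 peptide and terbium anti-His antibody; 0% = Mcl-1 plus Noxa peptide wells and 100% = peptide-only wells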
Target sequence (Q07820 whole entry, looked up): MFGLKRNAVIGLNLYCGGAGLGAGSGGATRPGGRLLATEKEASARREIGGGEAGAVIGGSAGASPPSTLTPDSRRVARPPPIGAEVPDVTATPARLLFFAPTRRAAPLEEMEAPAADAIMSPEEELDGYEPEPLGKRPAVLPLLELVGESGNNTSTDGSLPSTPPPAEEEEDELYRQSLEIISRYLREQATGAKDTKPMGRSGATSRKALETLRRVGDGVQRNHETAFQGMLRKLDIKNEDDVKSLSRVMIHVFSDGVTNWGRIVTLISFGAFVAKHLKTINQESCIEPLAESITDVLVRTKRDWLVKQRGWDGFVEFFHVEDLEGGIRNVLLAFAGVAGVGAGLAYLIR
An asterisk follows results filed as active.

For O=C(O)c1ccccc1C(=O)c1ccc(N2CCOCC2)c([N+](=O)[O-])c1 the results were Rac1 act GTP bind 94, HRas wt GTP 97, ABCG2 block 0, Pf gamet viab -30, Cdc42 wt GTP 94, Rac1 wt modul 98, ABCB1 block -0.2, Avidin bead fluor 9, Rab2 wt GTP 96, Rab7 wt GTP bind 104 and Mcl1 Noxa PPI 18.
For COc1ccc(-c2cc(C(=O)NCc3ccccc3)no2)cc1OC the results were Rac1 act GTP bind 97, HRas wt GTP 94, ABCG2 block 14, Pf gamet viab -22, Cdc42 wt GTP 94, Rac1 wt modul 95, ABCB1 block 1.3, Avidin bead fluor 40, Rab2 wt GTP 95, Rab7 wt GTP bind 98 and Mcl1 Noxa PPI 5.
CCOc1ccc(-c2nc(C#N)c(N3CCN(C)CC3)o2)cc1 was read as Rac1 act GTP bind 98, HRas wt GTP 101, ABCG2 block 4, Pf gamet viab 0, Cdc42 wt GTP 102, Rac1 wt modul 101, ABCB1 block 0.3, Avidin bead fluor 9, Rab2 wt GTP 99, Rab7 wt GTP bind 99 and Mcl1 Noxa PPI 11.
CC(C)(C)c1ccc(C(=O)N2CCC(=O)N(C(COCc3ccccc3)Cc3ccccc3)CC2)cc1 (centres undefined) was read as Rac1 act GTP bind 97, HRas wt GTP 98, ABCG2 block 2, Cdc42 wt GTP 95, Rac1 wt modul 105, ABCB1 block 2.6, Avidin bead fluor 5, Rab2 wt GTP 98, Rab7 wt GTP bind 97 and Mcl1 Noxa PPI -5.
CCOc1ccc2nc(N=NC3=C(O)CC(C)(C)CC3=O)sc2c1 was read as Rac1 act GTP bind 95, HRas wt GTP 98, ABCG2 block 3, Pf gamet viab 18, Cdc42 wt GTP 93, Rac1 wt modul 98, ABCB1 block -0.1, Avidin bead fluor 25, Rab2 wt GTP 96, Rab7 wt GTP bind 104 and Mcl1 Noxa PPI 9.
`CN(C)c1ccc(CN2CCC(C(N)=O)CC2)cc1` gave Rac1 act GTP bind 95, HRas wt GTP 98, ABCG2 block 5, Pf gamet viab 8, Cdc42 wt GTP 99, Rac1 wt modul 100, ABCB1 block 0.5, Avidin bead fluor 10, Rab2 wt GTP 97, Rab7 wt GTP bind 94 and Mcl1 Noxa PPI 34.
O=C(O)COCC(=O)Nc1ccc(-n2cnnn2)cc1 was read as Rac1 act GTP bind 94, HRas wt GTP 98, ABCG2 block 0, Pf gamet viab 0, Cdc42 wt GTP 97, Rac1 wt modul 96, ABCB1 block 0.4, Avidin bead fluor 26, Rab2 wt GTP 96, Rab7 wt GTP bind 96 and Mcl1 Noxa PPI 14.
Screening Cc1cc(C(=O)NCc2ccccc2F)cs1 returned Rac1 act GTP bind 96, HRas wt GTP 96, ABCG2 block 13, Pf gamet viab -11, Cdc42 wt GTP 98, Rac1 wt modul 100, ABCB1 block -0.1, Avidin bead fluor 6, Rab2 wt GTP 95, Rab7 wt GTP bind 93 and Mcl1 Noxa PPI -3.
COc1ccc(CNC(=O)CSc2ncn[nH]2)cc1 was read as Rac1 act GTP bind 98, HRas wt GTP 103, ABCG2 block 4, Cdc42 wt GTP 105, Rac1 wt modul 103, ABCB1 block 1.1, Avidin bead fluor 13, Rab2 wt GTP 101, Rab7 wt GTP bind 98 and Mcl1 Noxa PPI -7.
For Cc1nn(Cc2ccccc2Cl)c(C)c1NC(=O)c1ccn(C)n1 the results were Rac1 act GTP bind 96, HRas wt GTP 100, ABCG2 block 0, Cdc42 wt GTP 98, Rac1 wt modul 101, ABCB1 block 0.0, Avidin bead fluor 3, Rab2 wt GTP 99, Rab7 wt GTP bind 102 and Mcl1 Noxa PPI -11.
For CS(=O)(=O)N(CC(=O)NCCSc1ccccn1)c1ccc(F)cc1 the results were Rac1 act GTP bind inconclusive, HRas wt GTP inconclusive, ABCG2 block 0, Pf gamet viab 12, Cdc42 wt GTP inconclusive, Rac1 wt modul inconclusive, ABCB1 block 0.4, Avidin bead fluor 5, Rab2 wt GTP inconclusive, Rab7 wt GTP bind inconclusive and Mcl1 Noxa PPI 3.
CCCCn1nc2cc(C(=O)NCc3ccc(OC(F)(F)F)cc3)ccc2c1OC was read as Rac1 act GTP bind inconclusive, HRas wt GTP inconclusive, ABCG2 block 5, Cdc42 wt GTP inconclusive, Rac1 wt modul inconclusive, ABCB1 block 0.6, Avidin bead fluor 27, Rab2 wt GTP inconclusive, Rab7 wt GTP bind inconclusive and Mcl1 Noxa PPI 15.
CCOC(=O)C1Cc2c([nH]c3ccccc23)C(C)N1 (centres undefined) was read as Rac1 act GTP bind 100, HRas wt GTP 104, ABCG2 block 11, Pf gamet viab -9, Cdc42 wt GTP 108, Rac1 wt modul 101, ABCB1 block 0.6, Avidin bead fluor 10, Rab2 wt GTP 103, Rab7 wt GTP bind 101 and Mcl1 Noxa PPI 8.
COc1ccc(OC)c(/C=N/NC(=O)CNC(=O)c2ccc(S(=O)(=O)N3CCOCC3)cc2)c1 was read as Rac1 act GTP bind 100, HRas wt GTP 99, ABCG2 block 7, Pf gamet viab -4, Cdc42 wt GTP 102, Rac1 wt modul 103, ABCB1 block 0.4, Avidin bead fluor 14, Rab2 wt GTP 98, Rab7 wt GTP bind 101 and Mcl1 Noxa PPI 7.
Screening Cc1nnc(SCC(=O)N2CCN(S(=O)(=O)c3ccc(Cl)cc3)CC2)[nH]c1=O returned Rac1 act GTP bind 95, HRas wt GTP 95, ABCG2 block -8, Cdc42 wt GTP 95, Rac1 wt modul 97, ABCB1 block -4.5, Avidin bead fluor 2, Rab2 wt GTP 96, Rab7 wt GTP bind 94 and Mcl1 Noxa PPI 8.
For CC1Cc2ccccc2N1C(=O)c1ccc2c(c1)nnn2C (centres undefined) the results were Rac1 act GTP bind 104, HRas wt GTP 103, ABCG2 block 17, Pf gamet viab -16, Cdc42 wt GTP 105, Rac1 wt modul 108, ABCB1 block 1.5, Avidin bead fluor 19, Rab2 wt GTP 103, Rab7 wt GTP bind 99 and Mcl1 Noxa PPI -5.
Cc1cc(C)nc(SCc2nnc(SCC(=O)Nc3cc(C(F)(F)F)ccc3Cl)o2)n1 was read as Rac1 act GTP bind 97, HRas wt GTP 99, ABCG2 block 2, Cdc42 wt GTP 98, Rac1 wt modul 98, ABCB1 block 0.5, Avidin bead fluor 7, Rab2 wt GTP 97, Rab7 wt GTP bind 98 and Mcl1 Noxa PPI -18.
Screening CC(=O)c1cccc(NC(=O)COC(=O)c2cccc(N3C(=O)c4ccccc4C3=O)c2)c1 returned Rac1 act GTP bind 97, HRas wt GTP 95, ABCG2 block 26, Pf gamet viab -5, Cdc42 wt GTP 101, Rac1 wt modul 97, ABCB1 block 3.0, Avidin bead fluor 10, Rab2 wt GTP 95, Rab7 wt GTP bind 99 and Mcl1 Noxa PPI 39.
`COC(=O)c1ccc(COC(=O)c2ccc(SC)cc2OC)cc1` gave Rac1 act GTP bind 96, HRas wt GTP 98, ABCG2 block 12, Pf gamet viab 11, Cdc42 wt GTP 99, Rac1 wt modul 99, ABCB1 block 0.4, Avidin bead fluor 6, Rab2 wt GTP 97, Rab7 wt GTP bind 100 and Mcl1 Noxa PPI -1.
CCOc1ccccc1NC(=O)c1ccccc1-c1nc(-c2ccccc2)no1 was read as Rac1 act GTP bind 100, HRas wt GTP 104, ABCG2 block 6, Cdc42 wt GTP 103, Rac1 wt modul 107, ABCB1 block 0.6, Avidin bead fluor 9, Rab2 wt GTP 100, Rab7 wt GTP bind 101 and Mcl1 Noxa PPI -15.
`N/C(=N\OC(=O)Nc1ccccc1)c1ncc(C(F)(F)F)cc1Cl` gave Rac1 act GTP bind 101, HRas wt GTP 99, ABCG2 block 0, Cdc42 wt GTP 99, Rac1 wt modul 104, ABCB1 block 0.0, Avidin bead fluor 9, Rab2 wt GTP 100, Rab7 wt GTP bind 104 and Mcl1 Noxa PPI 6.
CN(C)c1[nH]c(=O)c(C#N)c2c1CCN2Cc1ccccc1 was read as Rac1 act GTP bind 96, HRas wt GTP 99, ABCG2 block 12, Pf gamet viab 5, Cdc42 wt GTP 97, Rac1 wt modul 98, ABCB1 block -0.4, Avidin bead fluor 12, Rab2 wt GTP 97, Rab7 wt GTP bind 97 and Mcl1 Noxa PPI -14.
`CN(c1cccc(NC(=O)Cc2ccccc2)c1)S(C)(=O)=O` gave Rac1 act GTP bind 91, HRas wt GTP 92, ABCG2 block 5, Cdc42 wt GTP 93, Rac1 wt modul 88, ABCB1 block 0.7, Avidin bead fluor 12, Rab2 wt GTP 94 and Rab7 wt GTP bind 92.
Screening Cc1ccc(OCCCSc2n[nH]c(N)n2)cc1 returned Rac1 act GTP bind 94, HRas wt GTP 99, ABCG2 block 4, Cdc42 wt GTP 97, Rac1 wt modul 98, ABCB1 block 1.2, Avidin bead fluor 7, Rab2 wt GTP 95, Rab7 wt GTP bind 96 and Mcl1 Noxa PPI 14.
For CCC1CCCCN1c1ccc([N+](=O)[O-])cc1/C=N/NC(=O)Cn1c2ccccc2c(=O)c2ccccc21 (centres undefined) the results were Rac1 act GTP bind 97, HRas wt GTP 102, ABCG2 block 20, Cdc42 wt GTP 100, Rac1 wt modul 102, ABCB1 block 1.2, Avidin bead fluor 14, Rab2 wt GTP 101, Rab7 wt GTP bind 102 and Mcl1 Noxa PPI 14.

Part of the list above in order of molar mass, descending:
CCCCn1nc2cc(C(=O)NCc3ccc(OC(F)(F)F)cc3)ccc2c1OC was read as Rac1 act GTP bind inconclusive, HRas wt GTP inconclusive, ABCG2 block 5, Cdc42 wt GTP inconclusive, Rac1 wt modul inconclusive, ABCB1 block 0.6, Avidin bead fluor 27, Rab2 wt GTP inconclusive, Rab7 wt GTP bind inconclusive and Mcl1 Noxa PPI 15.
CCOc1ccccc1NC(=O)c1ccccc1-c1nc(-c2ccccc2)no1 was read as Rac1 act GTP bind 100, HRas wt GTP 104, ABCG2 block 6, Cdc42 wt GTP 103, Rac1 wt modul 107, ABCB1 block 0.6, Avidin bead fluor 9, Rab2 wt GTP 100, Rab7 wt GTP bind 101 and Mcl1 Noxa PPI -15.
For COc1ccc(-c2cc(C(=O)NCc3ccccc3)no2)cc1OC the results were Rac1 act GTP bind 97, HRas wt GTP 94, ABCG2 block 14, Pf gamet viab -22, Cdc42 wt GTP 94, Rac1 wt modul 95, ABCB1 block 1.3, Avidin bead fluor 40, Rab2 wt GTP 95, Rab7 wt GTP bind 98 and Mcl1 Noxa PPI 5.
